Compound activity (PubChem)
hcGAS lum – human cGAS inhibition; Q8N884; recombinant h-cGAS, ATP depletion, Kinase-Glo luminescence; inhibition, % at 12.5 µM; actives 0.081% (n = 290,000); AID 1259398;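 also: 0% = vehicle reaction and 100% = reaction without DNA for no activity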
Target sequence (Q8N884 whole entry, looked up): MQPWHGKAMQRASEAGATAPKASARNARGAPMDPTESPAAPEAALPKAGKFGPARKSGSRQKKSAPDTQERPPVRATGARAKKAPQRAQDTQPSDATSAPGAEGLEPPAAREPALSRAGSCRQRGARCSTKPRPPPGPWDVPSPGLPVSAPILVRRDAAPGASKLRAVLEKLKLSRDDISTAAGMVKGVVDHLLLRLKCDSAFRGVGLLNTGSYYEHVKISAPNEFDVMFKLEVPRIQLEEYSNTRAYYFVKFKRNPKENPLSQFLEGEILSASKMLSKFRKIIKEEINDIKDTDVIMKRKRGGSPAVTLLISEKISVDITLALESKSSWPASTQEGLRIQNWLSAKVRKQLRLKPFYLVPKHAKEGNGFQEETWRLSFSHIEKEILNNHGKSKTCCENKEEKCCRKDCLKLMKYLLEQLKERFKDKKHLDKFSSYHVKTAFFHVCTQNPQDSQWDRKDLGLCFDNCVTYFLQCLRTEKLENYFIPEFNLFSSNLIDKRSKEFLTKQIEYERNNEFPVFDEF
mcGAS lum – mouse cGAS inhibition by luminescence; inhibition, % at 12.5 µM; Q8C6L5; recombinant cGAS, Kinase-Glo ATP depletion luminescence; actives 0.15% (n = 160,000);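 also: 0% = negative control wells and 100% = reference inhibitor with no enzyme activity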
NPYLR7 agonist – activates Aedes aegypti NPYLR7 receptor; HEK293T NPYLR7/Galpha15, GCaMP6s calcium fluorescence; activation, % at 10 µM; actives 0.15% (n = 270,000); in the data active = activation above about 40%;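 also: 0% = vehicle and 100% = reference agonist at the receptor; some compounds past the cut are filed as inactive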
The depositor's hits bear a star; . = not tested or not shown. Rule as the data show it, unless noted: active = inhibition above about 40%; inactive = the rest.

SMILES	hcGAS lum	mcGAS lum	NPYLR7 agonist
CCOc1ccc(-c2ccc(=O)n(CCNC(=O)c3cccnc3Cl)n2)cc1	-7	-10	-1
Cc1ccccc1-c1ccc2c(c1)N(CCN1CCOCC1)C(=O)COC2	-4	.	11
COc1ccc2c(c1)CC(NCCN1N=C(c3ccccc3)CCC1=O)CC2 (stereo not given)	-4	-10	26
CC(C)N1CCNC(=O)C1CC(=O)NCCc1nc2ccc(Cl)cc2[nH]1 (stereo not given)	-8	.	10
CCCN(C(=O)Cn1cnc2c(cnn2C)c1=O)C1CCc2ccccc2C1 (stereo not given)	-7	.	2
COCCN(Cc1cccn1C)C(=O)CN(C(=O)c1cc(C(F)(F)F)cc(C(F)(F)F)c1)C(C)C	0	1	-5
O=C1O[C@@H]2[C@@H]3NC(=S)N(c4ccc(Cl)cc4)[C@@H]3[C@H]1C[C@H]2O	-5	-5	-7
COc1ccc(OCC(O)CN(CCN2CCOCC2)Cc2ccc(OC)c(OC)c2)cc1 (stereo not given)	2	-2	2
Cc1nnsc1CN(C)Cc1nc2ccccc2n1C(C)C	0	.	3
N#CCCn1[nH]c(-c2ccccc2)cc1=O	-6	.	-9
CCN1CCN(c2nc3c(c(=O)[nH]c(=O)n3C)n2Cc2ccccc2C)CC1	6	-8	10
CCOC(=O)c1cnc(Nc2nc3ccccc3s2)nc1CSc1nnc(C)s1	-7	-8	1
CC1(C)O[C@@H]2C[C@@](OCc3ccccc3F)(C(=O)NC3CC3)CC(OCc3ccc(C(F)(F)F)cc3)[C@@H]2O1 (stereo not given in full)	5	0	8
CC(NCc1c(C(=O)N2CCCC2)nc2sccn12)c1ccc(F)cc1 (stereo not given)	-3	-4	-9
COc1ccc(OC)c(NC(=O)c2cccnc2NC(C)C)c1	-6	-4	-4

Continued; it opens with the 6 that closed the last part.
SMILES	hcGAS lum	mcGAS lum	NPYLR7 agonist
N#CCCn1[nH]c(-c2ccccc2)cc1=O	-6	.	-9
CCN1CCN(c2nc3c(c(=O)[nH]c(=O)n3C)n2Cc2ccccc2C)CC1	6	-8	10
CCOC(=O)c1cnc(Nc2nc3ccccc3s2)nc1CSc1nnc(C)s1	-7	-8	1
CC1(C)O[C@@H]2C[C@@](OCc3ccccc3F)(C(=O)NC3CC3)CC(OCc3ccc(C(F)(F)F)cc3)[C@@H]2O1 (stereo not given in full)	5	0	8
CC(NCc1c(C(=O)N2CCCC2)nc2sccn12)c1ccc(F)cc1 (stereo not given)	-3	-4	-9
COc1ccc(OC)c(NC(=O)c2cccnc2NC(C)C)c1	-6	-4	-4
CCc1cc(S(=O)(=O)NC2CCCCC2)ccc1OC	-8	.	-15
Cc1c(C(=O)N2CCN(S(=O)(=O)c3ccc(F)cc3F)CC2)cnn1-c1ccccc1	-5	-7	1
Cc1nc(C)c(CC(=O)NC2CC(=O)N(C3CCCCCC3)C2)s1 (stereo not given)	-7	-11	14
CS(=O)(=O)c1ncc(CN2CCCCC2c2nccs2)n1CCCc1ccccc1 (stereo not given)	-7	.	3
COC(=O)c1c(NC(=O)CSc2nc(C)nc3sc4c(c23)CCC4)sc(C)c1C	-4	-5	-3
Fc1ccc(-c2c[nH]c(=S)[nH]2)cc1	-7	.	0
CCOC(=O)C1CCN(C(c2ccccn2)c2c(C)[nH]c3ccccc23)CC1 (stereo not given)	1	.	0
COCc1cc(CN2CCN(Cc3cccc(Cl)c3)CC2)ccc1OC	-3	.	6
C/C(Cl)=C/CN1CCCC1	1	-1	13
O=C(C(c1ccccc1)c1ccccc1)N1CCC2(CC1)SCCN2C(=O)c1ccc(C(F)(F)F)cc1	-5	-4	-11
O=C(NC1CC2CCC(C1)N2CCc1ccc(F)cc1)c1ccc(Cl)cc1 (stereo not given)	-5	-6	2
Cc1cc2nc(-c3cnc(NCC4CCCO4)nc3)[nH]c2cc1C (stereo not given)	-4	.	0
CN1C[C@@H]2CC[C@H](CC1=O)N2c1cc(N2CCOCC2)ncn1	-9	.	1
CN(CC(O)COCc1ccccc1NCc1ccc(Cl)s1)C1CCCCC1 (stereo not given)	-5	.	8
O=C(Cn1nc2c(c1NC(=O)CSc1ccncc1)CSC2)NCc1ccccc1	-5	-4	-3
CN(C)S(=O)(=O)c1ccc(C(=O)Nc2ccccn2)o1	-3	-8	-6
O=C1CC(c2ccco2)Cc2nc3nc(-c4cccnc4)nn3cc21 (stereo not given)	-6	-5	-1
CCn1cc(C(=O)NCC(OC)OC)c2nn(-c3ccccc3)c(=O)c-2c1	-5	-8	4
COCc1c(Br)cccc1NC(=O)c1c(C)noc1C	4	.	3
COC(=O)c1ccc(NC(=O)Cn2c3ccc(C)cc3c3ncn(Cc4ccccc4)c(=O)c32)cc1	-8	-8	2
CCNc1nc(C)c(C(=O)NC2CCCN(Cc3cccc(OC)c3)C2)s1 (stereo not given)	4	-5	0
Cc1nnc(Cl)c2nn(-c3ccc(F)cc3Cl)c(C)c12	4	.	-1
Cc1c(C(C)NCc2cccn2-c2ncccn2)cnn1-c1cccc(F)c1 (stereo not given)	-11	.	6
C=CCn1c(SCC(=O)c2ccc[nH]2)nnc1C1CCCCC1	-3	-5	0
Cc1nc2ncc3c(=O)n(Cc4ccccc4Cl)ccc3n2n1	-5	.	2
CCOc1ccc(-n2c(C(C)N(CCC(C)C)C(=O)c3ccc([N+](=O)[O-])cc3Cl)nc3ccccc3c2=O)cc1 (stereo not given)	-11	-5	.
CC(C)c1ccc(CC2(C)C(=O)Nc3cc(-c4ccccc4Cl)ccc32)cc1 (stereo not given)	0	-2	1
O=C(Cc1ccc([N+](=O)[O-])cc1)Oc1coc(CSc2ncccn2)cc1=O	-3	-2	-14
Cc1ccccc1-n1c(SCc2nc(C(=O)NCCCN3CCCCC3C)cs2)nnc1-c1ccco1 (stereo not given)	-9	-5	8
CCc1nc(CC)n(Cc2nnc(-c3ccc(C#N)cc3)o2)n1	-2	.	2
CCN(CC)c1nc(-c2ccc(C)cc2)nc2cc(Cl)ccc12	-6	-5	-8
CCN1C(=O)/C(=C/C=C2/SCCN2CC)SC1=S	4	3	-1
COc1cccc(C(=O)N2CCSC23C(=O)N(Cc2ccc(F)cc2F)c2ccccc23)c1 (stereo not given)	-12	-5	5
O=S(=O)(c1cccs1)N1CCN(C(c2ccccc2)c2ccc(Cl)cc2)CC1 (stereo not given)	-2	-4	5
CC(C)CC(=O)N1CCN(c2ncnc3c2nnn3-c2ccccc2)CC1	-4	-6	-13
Cc1cc[n+](C2=C(c3c(C)[nH]n(-c4ccccc4)c3=O)C(=O)N(C(C)C)C2=O)cc1	-11	-9	-5
COc1ccc(-c2csc(N(C)C)n2)cc1Br	4	-9	0
CCn1ncc2c1NC(=O)C(C#N)C21CCCC1 (stereo not given)	-6	-13	0
O=C(O)Cc1csc(SCc2ccc(F)cc2)n1	3	.	0
CCC(C)C(=O)N1CCN(Cc2noc(-c3cccs3)n2)CC1 (stereo not given)	-7	.	11
COc1ccc(C(=O)NCC(=O)N=Nc2c(O)n(Cc3ccc4c(c3)OCO4)c3ccccc23)cc1	-1	-4	-1
O=S(=O)(c1ccc(-n2cnnn2)cc1)N1CCNCC1	-6	-3	6
CCc1nc2c(OCC=C(C)C)cccn2c1N(C)C(=O)c1cccs1	-7	-3	2
CCOc1ccc2c(C)nc(NC3=NC(C)(C)C=C(C)N3)nc2c1	-8	.	0
Cc1nn(-c2ccccc2)c(C)c1CC(=O)N1CCc2c(c(C(=O)N(C)C)nn2Cc2ccccc2)C1	3	-9	6
COc1ccc(OC)c(-n2ccc3c(cnc4nc(SC)nn43)c2=O)c1	-7	.	4
CC(C)CC(O)C(=O)N1CCCN(C(=O)c2ccco2)CC1 (stereo not given)	-6	.	9
Cc1nc2ccccc2n1CCC(=O)NN=Cc1c(O)ccc2ccccc12	-7	-6	1
CCn1nc(C(=O)N(C)Cc2ccco2)c2c1CCC(NCc1ccc3c(c1)OCO3)C2 (stereo not given)	-16	-6	17
CN(C)CCCN(C(=O)C1=COCCO1)c1nc2ccc(Br)cc2s1	-4	-2	6
COc1ccccc1CNC(=O)N1CCCN(C(=O)c2ccc[nH]c2=O)CC1	-12	.	-6
CC(=O)Nc1noc2ncccc12	-5	-8	14
c1ccc(-c2nnc(CSc3nnc(C4CC4)n3C3CC3)o2)cc1	-13	.	-1
CCOC(=O)C1=C(O)/C(=C\c2ccc(O)c(OCC)c2)SC1=Nc1cccc(C(F)(F)F)c1	-3	-4	10
O=c1[nH]c(-c2cccs2)nc2sc3c(c12)CCCC3	-3	.	20
Cc1ccc(Nc2nc(NCCCO)nc3c2cnn3-c2ccccc2)cc1C	-5	-6	0
Cc1nn(C)c(Oc2cccnc2)c1NC(=O)CSCCC(C)C	-3	.	-10
O=S(=O)(Nc1ccccc1N1CCOCC1)c1ccc(Br)cc1Cl	-6	-5	0
CCN(C(=O)CCCc1ccc(C)s1)C1CC(=O)NC1=O (stereo not given)	2	-2	-2
Cc1ccc(OCc2cc(C(=O)NCc3ccnc4ccccc34)no2)cn1	-8	.	2

More compounds follow:
SMILES	hcGAS lum	mcGAS lum	NPYLR7 agonist
CC(C)CC(=O)N1CCCCCCNC(=O)[C@@H]2C[C@@H](C(=O)N3CCN(c4ccccn4)CC3)C[C@@H]21	-16	-6	.
CC(=O)Nc1cccc(-c2cc3nc(NCc4cccnc4)n(C)c(=O)c3s2)c1	2	.	5
COc1ccc(CCNC(=O)c2cccnc2N2CCN(S(=O)(=O)c3cccc(Cl)n3)CC2)cc1OC	-5	-7	1
COc1ccccc1-c1nccn1CC1(c2ccccc2)CCOCC1	-6	-9	-1
Cc1ccc(SCCN2CCC(N3CCCC3)C2)cc1C (stereo not given)	-15	.	6
CCCCCc1ccc(NS(=O)(=O)c2ccc3c(c2)NC(=O)CO3)cc1	-2	.	5
Cc1ccc2nc(C)c(NC(=O)C3CC3)c(=O)n2c1	2	.	1
CCOC(=O)C1CCCN(C(=O)c2ccc(CSc3nc(CC)cc(N4CCN(c5ccccc5F)CC4)n3)cc2)C1 (stereo not given)	-7	-4	9
Cc1cc(S(=O)(=O)NCCn2ncccc2=O)ccc1F	-4	.	2
CC1(C)CC2=NN(c3ccccc3)P(=O)(N3CCCCCC3)C2=C(N2CCCC2)C1 (stereo not given)	-5	-5	-1
c1csc(-c2noc(CSc3ccc4c(c3)OCCO4)n2)c1	-5	.	2
C(=NNc1nncc2ccccc12)c1ccco1	-35	.	-1
O=C1CN(C(=O)CC2(C(=O)O)CCCCC2)CCN1	4	.	0
S=c1[nH]ncn1-c1cccc(Cl)c1	-3	.	8
CC1(C(=O)Nc2ccc3c(c2)OCCO3)CCN1Cc1ccccc1OC(F)F (stereo not given)	-8	.	6

Single records, from the list above. Order of values: hcGAS lum	mcGAS lum	NPYLR7 agonist
CC1(C)CC2=NN(c3ccccc3)P(=O)(N3CCCCCC3)C2=C(N2CCCC2)C1 (stereo not given) across the screens: -5	-5	-1
COc1ccc(-c2csc(N(C)C)n2)cc1Br across the screens: 4	-9	0
CCCCCc1ccc(NS(=O)(=O)c2ccc3c(c2)NC(=O)CO3)cc1 across the screens: -2	.	5

The list continues:
SMILES	hcGAS lum	mcGAS lum	NPYLR7 agonist
CC1(C)CC(C(=O)N2CCOc3ccc(CN4CCc5ccccc5C4)cc3C2)CCO1 (stereo not given)	-9	.	5
COC(=O)CC(N)c1ccc(C(C)(C)C)cc1 (stereo not given)	-7	-16	11
Cc1cccnc1C(NC(=O)C1CCN(CCc2c[nH]c3ccccc23)CC1)c1ccc(F)cc1 (stereo not given)	-2	-4	7
C=CCSc1nnc(-c2ccccc2F)n1-c1ccc(OC)cc1	-1	1	-4
O=C(Nc1nc2ncccc2[nH]1)C1CC1c1ccc(Cl)cc1 (stereo not given)	-2	.	6
COCCN1C(=O)C(c2c(C(C)C)[nH]n(-c3ccc(Cl)c(Cl)c3)c2=O)=C([n+]2ccccc2)C1=O	-8	-9	3
O=C(CCC1(Cc2ccc3ccccc3c2)CCC(=O)N1)NCc1ccc2c(c1)OCO2 (stereo not given)	-10	.	4
COC(=O)C1C(=O)c2c([nH]c(C(=O)OC3CCCC3)c2C)CC1C (stereo not given)	-12	.	9
Cc1cccc(CC(=O)N(C)CC2Cc3ccccc3O2)c1 (stereo not given)	-3	.	6
Cc1ccc(S(=O)(=O)CCC(=O)Nc2ccc(C)c(C)c2)cc1	-11	.	5
N#CCc1ccc(OCCN2CCN(C(=O)C3CCCC3)CC2)cc1	-6	.	1
Cc1ccn(-c2ccccc2NC(=O)NCCc2c(C)noc2C)n1	-10	-12	5
Cc1cc(C)c(NS(=O)(=O)c2c[nH]c(=O)[nH]c2=O)c(C)c1	-5	-8	-11
O=C(O)c1cc(-c2ccccc2F)nc2cc(-c3ccc(Cl)cc3)nn12	4	.	-8
Cn1ncc(Cl)c1C(=O)NCCCOC1CCCCC1	-15	-6	.
CCOc1ccc(/C=C2N=C(/C=C/c3ccccc3)OC/2=O)cc1	-4	.	66*
CCN(C)C(=O)c1coc(CN(Cc2ccccc2)Cc2ccc(Cl)cc2Cl)n1	-4	-4	21
CC(=O)Nc1ccc(N=Nc2c(C)[nH]n(-c3ccccc3)c2=O)cc1	1	-1	-5

An unsorted share of the library, and some 0.29% of all compounds hit somewhere here.
